Screening results deposited in PubChem by National Center for Advancing Translational Sciences (NCATS).
D2 PAM: positive allosteric modulators of human D2 dopamine receptor; potentiation, % at 10 µM; AID 485347; actives 0.34% (n = 340,000); HEK293 T-REx D2, calcium flux, EC20 dopamine potentiation; P14416;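 active = potentiation over 3 SD above the plate norm, cut at about 30% in these data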; note: 0% is about no effect
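Tetracycline-induced Hek293 Trex D2 cells, force-coupled to calcium, loaded with no-wash calcium dye. Compound added with 180 s kinetic read for agonism, then EC20 dopamine and a further 180 s read for potentiation.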
RXFP1 antag: blocks the human relaxin receptor RXFP1; actives 0.59% (n = 350,000); HEK293-RXFP1, relaxin-stimulated cAMP HTRF, 30 min; active compounds read low; Q9HBX9; activity change, negative = inhibition, % at 57.5 µM; AID 1259400;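 active = activity change of -60% or lower, but not beyond a set lower limit; inconclusive = change between -60% and -40%, or beyond the set limit; inactive = change above -40%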; note: % is set by controls: 0 for no effect and ±100 for the full control effect
Target sequence (Q9HBX9 whole entry, looked up): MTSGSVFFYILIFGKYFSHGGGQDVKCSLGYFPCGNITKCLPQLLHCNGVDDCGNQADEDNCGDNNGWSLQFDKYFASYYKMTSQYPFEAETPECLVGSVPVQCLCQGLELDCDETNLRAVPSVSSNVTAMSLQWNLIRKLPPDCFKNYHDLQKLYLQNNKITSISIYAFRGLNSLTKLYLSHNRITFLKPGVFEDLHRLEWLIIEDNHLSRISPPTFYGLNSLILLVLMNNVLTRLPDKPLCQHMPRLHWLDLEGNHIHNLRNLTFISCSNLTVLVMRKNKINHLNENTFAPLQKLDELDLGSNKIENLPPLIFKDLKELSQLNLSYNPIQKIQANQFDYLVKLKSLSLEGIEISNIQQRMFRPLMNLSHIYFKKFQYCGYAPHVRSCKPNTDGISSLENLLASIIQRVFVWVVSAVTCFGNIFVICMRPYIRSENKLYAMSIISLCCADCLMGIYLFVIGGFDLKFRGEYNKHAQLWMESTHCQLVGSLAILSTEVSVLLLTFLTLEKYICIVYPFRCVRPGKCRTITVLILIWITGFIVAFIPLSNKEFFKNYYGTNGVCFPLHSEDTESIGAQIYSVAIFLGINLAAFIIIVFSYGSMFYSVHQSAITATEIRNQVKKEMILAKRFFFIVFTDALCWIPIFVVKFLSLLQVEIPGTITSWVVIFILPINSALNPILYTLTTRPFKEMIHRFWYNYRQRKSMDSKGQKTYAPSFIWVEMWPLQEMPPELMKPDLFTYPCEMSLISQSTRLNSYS
D1 ag: activates the human D1 dopamine receptor; activation, % at 2 µM; actives 1% (n = 360,000); P21728; HEK293 T-REx D1 cells, calcium flux, agonist mode; in the data active = activation above about 30%; note: 0% is about no effect
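Tetracycline-induced HEK293 TREx D1 cells, force-coupled to calcium signalling, were dye-loaded with a no-wash calcium kit. Compound was pin-added after a 10 s baseline. Fluorescence was read kinetically at 1 cycle/s for 180 s, with calcium rises flagged as agonism.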
RXFP1 ag: agonists of human relaxin receptor RXFP1; actives 0.3% (n = 370,000); HEK293T-RXFP1 cAMP TR-FRET, 30 min; response scale: percent of porcine relaxin response, buffer zero; Potency, µM (top dose mostly 57.5 µM), without a hit: top-dose activation, hits mostly activators; note: potency is the fitted concentration of half-maximal effect; % is set by controls: 0 for no effect and ±100 for the full control effect; nearly all actives have a fitted effect of over 60% in size; many of its hits are not listed in these tables
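HEK293 cells stably expressing RXFP1, treated 30 min at 37C with compounds plus PDE4 inhibitor Ro 20174; cAMP measured by HTRF TR-FRET. Normalized to buffer and 29 nM porcine relaxin; EC50 by Hill fit.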
Vif-APOBEC3F blk: inhibitors of Vif-A3F interaction. actives 0.2% (n = 390,000). AID 602313. Potency, µM (highest dose often 46.1 µM), inactives show at the top dose activity, negative = active. HeLa A3F-eYFP + Vif (tagged APOBEC3F with the HIV-1 protein that degrades it), YFP fluorescence increase; note: potency is the fitted concentration of half-maximal effect; % of control where 0% means no effect; nearly all actives have a fitted effect of over 65% in size
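HeLa cells stably expressing Vif plus C-terminally eYFP-tagged A3F were seeded, incubated overnight at 37 deg C, dosed with compound, incubated overnight again at 37 deg C. Yellow fluorescence (Ex 488/Em 500-530) reported blocked Vif-mediated A3F-eYFP degradation.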
D1 antag: antagonists of human D1 dopamine receptor. P21728. HEK293 TREx D1 cells, calcium flux, dopamine EC80; active compounds read low. activity change, negative = inhibition, % at 10 µM. actives 3.2% (n = 360,000). AID 504652; in the data active = activity change below about -30%; note: % is set by controls: 0 for no effect and ±100 for the full control effect
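Tetracycline-induced HEK293 T-REx cells with force-coupled D1 receptor were loaded with a no-wash calcium dye. Compound was added after a 10 s baseline and read kinetically for 180 s; EC80 dopamine was then added and calcium flux followed another 180 s.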
GRP78 ERSR act: inducers of ER stress response in human glioma cells. U87-MG GRP78 promoter luciferase reporter, 16 h. Potency, µM, inactives show top-dose activation, actives largely listed as activators. actives 0.02% (n = 420,000); note: potency is the fitted concentration of half-maximal effect; series mostly up to about 76 µM; % of control where 0% means no effect; nearly all actives have a fitted effect of over 35% in size
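Stably transfected U87-MG glioma cells carrying a GRP78-based luciferase sensor; 16 h compound incubation. Luminescence end-point read 10 min after Bright-Glo addition at room temperature.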
Vif-A3G inh: Vif-A3G binding inhibition. HeLa A3G-eYFP + Vif (tagged APOBEC3G with the HIV-1 protein that degrades it), YFP fluorescence, overnight. Potency, µM (doses to about 46.1 µM), inactives show top-dose activity, negative = active, actives largely listed as inhibitors. actives 0.076% (n = 410,000). AID 602310;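 note: potency is the fitted concentration of half-maximal effect; % is set by controls: 0 for no effect and ±100 for the full control effect; nearly all actives have a fitted effect of over 60% in size; hits raise eYFP signal because A3G escapes Vif-driven loss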
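Read-out is eYFP fluorescence (Ex 488/Em 500-530) from Vif-expressing HeLa A3G-eYFP cells; more signal means A3G escaped Vif-mediated degradation. Cells plated overnight, compound pinned in, incubated overnight at 37 deg C.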
D1 potentiator: human D1 dopamine receptor positive modulation. actives 0.036% (n = 360,000). potentiation, % at 10 µM. P21728. HEK293 TREx D1 cells, calcium flux, dopamine EC20 potentiation. AID 504651; in the data active = potentiation above about 30%; note: 0% is about no effect
Numbers without * were called inactive; ? = inconclusive; · = not tested or not shown; & = joins results of further samples. Unless noted, calls come from the whole dose curve; as a rule, active = well fitted curve in the direction sought with a large enough effect; inconclusive = small, poorly fitted or top-dose-only effect, or another doubt; inactive = no such curve, though single readings can be large; an effect the other way counts as inactive or inconclusive.

SMILES	D2 PAM	RXFP1 antag	D1 ag	RXFP1 ag	Vif-APOBEC3F blk	D1 antag	GRP78 ERSR act	Vif-A3G inh	D1 potentiator
CCCCN1C(=O)C(CC(=O)NC2CCCCC2)CC(C(=O)N(CC)CC)=C1C (configuration not stated)	·	4	·	·	-1%	·	-5%	1%	·
Cc1cc(C(=O)Cn2nc(C(=O)O)c3ccccc3c2=O)c(C)n1CC(F)(F)F	6	12	13	0.7%	-16%	-13	2%	2%	-6
CCC(C)Sc1cccc(-c2nc3ccc(C)cn3c2NC2CCCCC2)c1 (configuration not stated)	1	·	3	13%	?	27	-2%	-5%	2
COc1ccc(Cn2c(C(=O)O)c(CNCc3ccco3)c3ccc(OC)cc32)cc1	-11	·	0	-0.8%	-17%	-2	-2%	3%	-2
Cc1ccc(N2C(=O)Nc3ccc(Br)cc3C2(O)C(=O)NCCCN(C)C)cc1C (configuration not stated)	-3	-8	-1	0.3%	2%	-4	-6%	-5%	-7
CC(=O)Nc1ccc(S(=O)(=O)Nc2ccccc2C(=O)N2CCCCCC2)cc1	-2	3	-1	1.0%	-1%	-14	-3%	2%	-1
O=C(CSc1nnc(-c2ccc(OC(F)F)cc2)o1)NCc1cccs1	6	-3	2	-0.3%	-3%	-6	-1%	2%	0
Cc1ccc(-n2nc(C)c3c(C)cc(=O)n(CC(=O)Nc4ccc(C(C)C)cc4)c32)cc1	6	-9	5	-0.8%	1%	14	-3%	1%	-4
NC(=S)n1[nH]c(-c2ccc([N+](=O)[O-])cc2)c(N=Nc2ccccc2[N+](=O)[O-])c1=O	0	-5	2	0.2%	2%	-51*	-2%	1%	-12
O=C(Oc1c(Cl)cc(Cl)c2cccnc12)c1cccs1	1	3	-1	1.6%	-1%	-1	-4%	-9%	-4
COc1cccc(N(CC(=O)N2CCN(c3ccccc3OC)CC2)S(C)(=O)=O)c1	14	-17	-2	0.5%	3%	-10	-3%	1%	-8
COc1cccc(-n2nnnc2SCC(=O)NCc2ccco2)c1	3	-3	0	-1.5%	0%	5	-3%	-9%	-7
c1cc(C2CCN(Cc3nc(-c4ccc5c(c4)OCO5)no3)CC2)ccn1	-9	1	4	2.6%	-5%	-15	-4%	-3%	-4
CCC(C)NC(=O)c1cc2cc3ccc(OC)cc3nc2s1 (configuration not stated)	1	-6	1	4.5%	-11%	5	7%	1%	1
Cc1nn(CCCC(=O)Nc2cccc(C(F)(F)F)c2)c(=O)c2nn(-c3ccccc3)c(C)c12	-6	-1	3	?	-4%	-3	-1%	-4%	-8
N#C/C(=C\c1c(N2CCN(c3ccccc3)CC2)nc2ccccn2c1=O)C(N)=O	11	6	1	20%	-24%	-6	4%	-7%	-8
CC(C(=O)NCCCc1ccccc1)n1cccc1C(=O)c1ccccc1 (configuration not stated)	·	-22	3	0.6%	-6%	-15	-4%	0%	-6
Cc1nnc(SCC(=O)O)s1	-5	-10	3	0.0%	-5%	-16	-5%	0%	2
COc1cc(NC(=O)c2onc(C)c2Cl)cc(OC)c1OC	5	-7	3	1.5%	-10%	-1	-3%	-4%	-8
CCOc1ccc(N(CC(=O)NC(C)C)C(=O)CCC(=O)Nc2ccccn2)cc1	-11	-5	4	0.0%	-5%	0	-1%	1%	-5
CCN(CC(=O)Nc1ccccc1SC)Cc1nc2ccccc2c(=O)[nH]1	1	-1	1	-0.2%	?	-4	4%	-5%	7
CCOC(=O)C1C(=O)CC(C)(O)C(C(=O)OCC)C1c1ccc(N(CC)CC)cc1 (configuration not stated)	20	4	-2	0.0%	-15%	12	-2%	-3%	-2
Cc1c(C(=O)OC(C)C)sc(NC(=O)C2c3ccccc3Oc3ccccc32)c1C(=O)OC(C)C	-5	-6	2	2.6%	0%	6	-2%	5%	-2
Cc1ccc(S(=O)(=O)N2CCOCC2)cc1C(=O)Nc1ccc(N2CCCCCC2)cc1	6	-10	0	0.5%	1%	-11	6%	3%	15
Cc1ccccc1C(=O)Nc1cc(-c2cc(C(C)(C)C)oc2C)nn1C	3	-14	7	-0.2%	5%	8	1%	-7%	0
The listing continues.
SMILES	D2 PAM	RXFP1 antag	D1 ag	RXFP1 ag	Vif-APOBEC3F blk	D1 antag	GRP78 ERSR act	Vif-A3G inh	D1 potentiator
CCc1nnc(NC(=O)c2ccc(F)c(S(=O)(=O)N3CCCCC3)c2)s1	4	-7	8	1.1%	2%	1	-2%	8%	0
CC1CN(Cc2ccccc2)C(=O)NC1=O (configuration not stated)	·	9	·	·	3%	·	-1%	0%	·
Cc1ccc(OCC(=O)Nc2cccc(-c3nnc(-c4ccccc4)o3)c2)c(C)c1	-13	-10	7	2.9%	-1%	5	0%	-6%	0
Cc1cnc(NC(=O)Cn2cnc3c2c(=O)n(C)c(=O)n3C)s1	5	-12	5	16%	7%	-4	-6%	0%	0
Clc1cccc(/C=N\Nc2nccs2)c1	0	-10	0	1.4%	1%	-24	5%	-6%	-5
Cc1ccc(Nc2nc(CSc3nnnn3-c3ccccc3)cc(=O)[nH]2)cc1	3	-21	0	0.2%	1%	-2	-4%	-8%	-6
O=C1CN(C(=O)c2ccccc2)C(c2ccccc2)c2cc(F)ccc2N1 (configuration not stated)	9	4	7	0.0%	1%	4	-1%	1%	-3
CCOc1ccc(NC2=NC(C(=O)NCc3ccccc3)CC(=O)N2)cc1 (configuration not stated)	-3	-4	4	0.3%	-10%	-15	-6%	0%	0
COc1ccc(/C=N/Nc2cc(C)nc(N)n2)cc1	1	·	4	0.6%	7%	-3	4%	0%	-1
COc1ccc(C[C@H]2CN3C(=NC[C@@H]3C(C)C)N2CCNC(=O)CCC2CCCCC2)cc1	4	·	-4	-0.2%	-5%	-10	-8%	4%	-3
CCC(c1nnc(SC(C)C(=O)NC2CC2)n1-c1ccc(OC)cc1)N(C)C (configuration not stated)	7	6	2	1.1%	4%	-1	-2%	0%	-8
COc1ccccc1CNC(=O)C(=O)NCC(c1ccco1)S(=O)(=O)c1ccc(F)cc1 (configuration not stated)	11	-4	8	-0.7%	-11%	·	-3%	4%	2
Cc1cnc(C)c(N2CCN(Cc3nc(-c4ccccc4)no3)CC2)n1	6	2	11	-0.3%	3%	-20	-2%	1%	-4
NC(=O)c1c(NC(=O)c2cccnc2)sc2c1CCCCC2	10	0	-1	1.2%	-4%	-25	4%	-3%	-1
Cc1ccc(-n2nc(C(=O)c3ccccc3)n3c(=O)cc(-c4ccccc4)nc23)cc1	-5	-2	3	0.8%	-2%	-2	0%	-2%	-1
Cc1cccc(C(=O)NCC(=O)N2CCN(S(=O)(=O)/C=C/c3ccccc3)CC2)c1	3	1	0	2.6%	-1%	-43*	-3%	0%	-4
CCCNC(=O)c1onc(CSc2ccc(F)cc2)c1C(=O)NCCOC	1	·	-1	-0.9%	0%	-10	-1%	-1%	-3
Cc1ccc(NC(=O)Cc2n[nH]c(=O)c3ccccc23)cc1S(=O)(=O)N1CCCCCC1	2	0	1	0.3%	2%	-14	-4%	2%	2
CC(CNC(=O)CN1C(=O)c2cccnc2Oc2ccc(Cl)cc21)c1ccccc1 (configuration not stated)	20&-1	-3&-20	19&3	1.6%&1.8%	-5%&-1%	8&16	-5%&-1%	-1%&-1%	-1&3
O=C(NCC(c1ccco1)N1CCCC1)c1ccc(-n2cccn2)cc1 (configuration not stated)	·	21	·	·	0%	·	6%	6%	·
CCn1c(NCc2ccco2)nc2ccccc21	-1	8	-1	0.0%	-5%	22	-1%	-5%	-7
COc1cc(C(=O)O)nc2ccc([N+](=O)[O-])cc12	2	4	2	3.6%	3%	-4	-2%	-1%	-4
COc1ccc(C(=O)N(CC2CCCO2)C(C(=O)NCCC(C)C)c2ccc(C)cc2)cc1OC (configuration not stated)	13	-11	3	-0.1%	0%	-22	-1%	-2%	-1
CN(CCCC(=O)N1CCN(c2ncccn2)CC1)S(=O)(=O)c1ccc(F)cc1	·	-8	·	·	1%	·	3%	-1%	·
CCCCCCN1C[C@H](n2cc(-c3ccc(F)cc3)nn2)[C@@H](O)C[C@@H]1c1ccc(C)cc1	·	3	·	·	7%	·	1%	-23%	·

Some entries already given, reduced to GRP78 ERSR act and Vif-A3G inh:
Structure	GRP78 ERSR act	Vif-A3G inh
O=C1CN(C(=O)c2ccccc2)C(c2ccccc2)c2cc(F)ccc2N1 (configuration not stated)	-1%	1%
CCOc1ccc(NC2=NC(C(=O)NCc3ccccc3)CC(=O)N2)cc1 (configuration not stated)	-6%	0%

The listing continues.
SMILES	D2 PAM	RXFP1 antag	D1 ag	RXFP1 ag	Vif-APOBEC3F blk	D1 antag	GRP78 ERSR act	Vif-A3G inh	D1 potentiator
NC(=O)C1(N2CCCCC2)CCN(C2CC(=O)N(CCc3ccccc3)C2=O)CC1 (configuration not stated)	-17	5	1	1.8%	1%	-7	-2%	1%	-11
O=C(CCCC(=O)N1CCN(c2ccc([N+](=O)[O-])cc2)CC1)c1ccccc1	-7	0	3	0.5%	-3%	-9	-4%	-5%	-7
COc1cccc(CN(Cc2cccnc2)S(=O)(=O)c2ccc(-n3cnnn3)c(C)c2)c1	6	-5	15	0.5%	-3%	-32*	-4%	-4%	0
O=C(O)C1=CC(=C(c2ccc(O)c(C(=O)O)c2)c2ccc(O)c(C(=O)O)c2)C=CC1=O	-15	·	-2	1.1%	·	13	2%&-5%	·	-1
O=C(CSc1nnc(-c2cccnc2)o1)N1CCCCC1	18	-1	0	8.6%	-18%	-7	3%	1%	-4
NC(=O)c1ccccc1NC(=O)CSC1=NCCS1	7	2	5	2.3%	-12%	-1	0%	1%	-4
O=C(C1CCCC1)N1CCN(S(=O)(=O)c2ccc(F)c(F)c2F)CC1	-10	-32	0	1.9%	-5%	-6	-2%	8%	2
CCOc1ccc2ccccc2c1/C=N/NC(=O)c1c(C)cc(C)[nH]c1=O	·	-1	·	·	-15%	·	3%	1%	·
O=C1C2C3C=CC(C4CC34)C2C(=O)N1CCc1ccccc1 (configuration not stated)	7	-2	2	3.8%	4%	10	4%	-1%	-2

A portion of the library; count on the stated rates, not on these rows.
